NadD block: inhibitors of Staphylococcus aureus NadD; hit rate 0.78% among 360,000; purified NadD enzyme, colorimetric absorbance read-out; inhibition, % at 20 µM; AID 602399; in the data active = inhibition above about 26%; also: some compounds past the cut are filed as inactive
Scp1 inh: inhibitors of human Scp-1 phosphatase; hit rate 0.88% among 340,000; inhibition, % at 20 µM; Recombinant Scp1, phosphopeptide, malachite green phosphate absorbance;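 active = inhibition above about 50% at 20 µM, limit read from the data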;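 also: plate controls were DMSO wells with enzyme for no effect and wells lacking enzyme for full effect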
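Test system – truncated SCP-1 phosphatase (76-261aa) · Reagent – Phosphorylated 17-residue peptide substrate · Incubation – 45 min room-temperature reaction, 5 min colour, 30 min stabiliser · Detection – colorimetric phosphate reagent with accelerator and stabiliser, absorbance at 630 nm · Measure – % inhibition at 20 µM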
SUMO1 PPI mod: modulators of human SUMO1-mediated protein-protein interactions. P63165. SUMO1 binding to a labelled peptide, TR-FRET, 1 h. inhibition, % at 20 µM. hit rate 0.33% among 360,000; in the data active = inhibition above about 37%
DNMT1 inh: inhibitors of human DNMT1 | P26358 | hit rate 0.83% among 360,000 | inhibition (reported as % activation of signal), % at 10 µM | AID 588458 | DNMT1 molecular beacon, Hinp1I cleavage, fluorescence; in the data active = inhibition above about 50%
STEP inh: blocks human striatal-enriched tyrosine phosphatase; P54829; recombinant STEP, OMFP fluorogenic substrate, fluorescence; inhibition, % at 20 µM; hit rate 0.25% among 360,000;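 active = inhibition at 20 µM, scaled per plate between control wells, above about 37%, limit read from the data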;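 also: 0% = DMSO with enzyme and substrate and 100% = substrate only without enzyme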
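System: STEP phosphatase, cell-free reaction; Buffer or medium: Bis-Tris pH 6.0 buffer with DTT, detergent; Incubation: 20 min at room temperature, dark; Measured by: fluorescence, 480/540 nm.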
LMPTP block: LMPTP (human) inhibition | inhibition, % at 20 µM | P24666 | hit rate 0.22% among 360,000 | AID 651560 | recombinant LMPTP-A, OMFP fluorogenic substrate, fluorescence intensity;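 active = compounds that cut the enzyme signal by at least half of the control window in the single-dose screen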;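 also: plate controls were DMSO wells with enzyme plus substrate for no effect and substrate without enzyme for full effect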
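Test system: LMPTP-A phosphatase enzyme. Amount: LMPTP-A at 0.625 nM final in the reaction. Reagent: OMFP substrate, 400 µM final. Times: 50 min at room temperature. Signal: endpoint fluorescence intensity from OMFP dephosphorylation. Read-out basis: % inhibition. Benchmarks: no-enzyme and uninhibited controls.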
Rin1 Abl inh: blocks binding of human Rin1 to Abl | inhibition, % at 7.35 µM | hit rate 0.4% among 360,000 | AID 588664 | P00519+Q13671 | TR-FRET Rin1/Abl binding, biochemical; in the data active = inhibition above about 5%, passing the limit was not always enough
Target sequence (P00519 whole entry, looked up): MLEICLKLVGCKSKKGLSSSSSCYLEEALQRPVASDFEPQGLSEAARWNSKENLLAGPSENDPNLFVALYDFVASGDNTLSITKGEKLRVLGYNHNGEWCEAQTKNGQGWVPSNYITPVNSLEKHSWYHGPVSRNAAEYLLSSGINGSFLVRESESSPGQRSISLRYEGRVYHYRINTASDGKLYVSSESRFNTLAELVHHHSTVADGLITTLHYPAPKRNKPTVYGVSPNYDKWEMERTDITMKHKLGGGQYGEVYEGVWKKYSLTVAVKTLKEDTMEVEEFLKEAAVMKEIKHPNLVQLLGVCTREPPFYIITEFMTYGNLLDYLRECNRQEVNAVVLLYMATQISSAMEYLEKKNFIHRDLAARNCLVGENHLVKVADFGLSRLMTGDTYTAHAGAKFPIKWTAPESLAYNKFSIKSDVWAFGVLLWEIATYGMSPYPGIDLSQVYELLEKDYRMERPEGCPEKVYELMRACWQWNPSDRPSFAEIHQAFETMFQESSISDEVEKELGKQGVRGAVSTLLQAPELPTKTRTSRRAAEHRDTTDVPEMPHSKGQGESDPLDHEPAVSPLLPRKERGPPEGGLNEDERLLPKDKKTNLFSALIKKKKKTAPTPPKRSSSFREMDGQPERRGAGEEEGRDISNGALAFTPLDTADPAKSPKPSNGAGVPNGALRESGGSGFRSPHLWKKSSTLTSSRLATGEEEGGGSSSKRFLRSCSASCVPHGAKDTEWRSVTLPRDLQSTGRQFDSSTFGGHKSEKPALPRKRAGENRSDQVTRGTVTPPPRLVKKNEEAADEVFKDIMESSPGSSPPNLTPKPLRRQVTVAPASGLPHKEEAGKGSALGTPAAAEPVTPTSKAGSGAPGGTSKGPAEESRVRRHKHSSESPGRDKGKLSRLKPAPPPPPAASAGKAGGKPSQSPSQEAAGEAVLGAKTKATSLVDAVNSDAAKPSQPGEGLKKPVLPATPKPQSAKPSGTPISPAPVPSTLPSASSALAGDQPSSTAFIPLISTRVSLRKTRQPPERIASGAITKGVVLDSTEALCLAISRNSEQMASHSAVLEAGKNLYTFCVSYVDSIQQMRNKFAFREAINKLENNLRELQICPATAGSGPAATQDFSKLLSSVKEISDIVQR
Target sequence (Q13671 whole entry, looked up): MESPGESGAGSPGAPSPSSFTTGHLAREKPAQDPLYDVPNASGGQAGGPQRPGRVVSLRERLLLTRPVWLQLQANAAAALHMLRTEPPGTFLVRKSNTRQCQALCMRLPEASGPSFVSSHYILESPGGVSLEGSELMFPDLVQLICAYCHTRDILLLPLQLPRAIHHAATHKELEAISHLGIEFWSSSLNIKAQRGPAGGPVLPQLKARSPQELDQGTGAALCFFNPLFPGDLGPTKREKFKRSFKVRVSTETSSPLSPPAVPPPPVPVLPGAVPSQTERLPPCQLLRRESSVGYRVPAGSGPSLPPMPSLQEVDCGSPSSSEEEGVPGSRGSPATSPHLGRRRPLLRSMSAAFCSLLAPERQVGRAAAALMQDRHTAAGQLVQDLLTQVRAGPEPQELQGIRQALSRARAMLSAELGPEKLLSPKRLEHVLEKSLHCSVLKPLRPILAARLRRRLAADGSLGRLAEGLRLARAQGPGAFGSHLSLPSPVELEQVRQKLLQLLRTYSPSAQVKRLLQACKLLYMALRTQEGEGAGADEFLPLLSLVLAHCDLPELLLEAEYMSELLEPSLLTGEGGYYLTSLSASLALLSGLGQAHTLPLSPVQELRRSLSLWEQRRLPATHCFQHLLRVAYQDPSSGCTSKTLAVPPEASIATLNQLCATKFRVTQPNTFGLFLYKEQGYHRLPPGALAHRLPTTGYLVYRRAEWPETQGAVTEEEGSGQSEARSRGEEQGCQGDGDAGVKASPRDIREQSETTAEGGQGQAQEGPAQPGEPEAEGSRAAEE
Rpn11 block: Rpn11 (human) deubiquitinase inhibition. human 26S proteasome, Ub4-pepOG fluorescence polarization; 20S core pre-blocked with epoxomicin. calls only at 20 µM. hit rate 0.59% among 360,000;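 active = inhibition at 20 µM, scaled to each plate's controls, above about 33%, limit read from the data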
CSN deneddyl inh: blocks human CSN-mediated cullin deneddylation; Purified CSN, SCF-Nedd8-OG deneddylation, fluorescence polarization; inhibition, % at 12.5 µM; Q92905; AID 651999; hit rate 0.38% among 360,000;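 active = pattern-corrected inhibition above about 35%, with an unprinted fluorescence ratio check between 0.5 and 1.5, limit read from the data, passing the limit was not always enough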;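 also: 0% = enzyme with substrate and 100% = substrate without enzyme; some results filed as inactive read as strong as hits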
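Assay system: HEK293T-derived human Csn5 enzyme; quantity: 0.24 nM enzyme; medium: Tris/NaCl/DTT buffer, pH 7.5; also added: substrate SCFSkp2-Nedd8OG, 10 nM; doses: 12.5 µM compound; schedule: 90 min reaction at room temperature; signal: FP; read-out: % inhibition of substrate cleavage by Csn5; benchmarks: substrate-only high control, full reaction low control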
Neddyl block: inhibitors of human cullin neddylation; AID 651699; TR-FRET cullin neddylation, biochemical; calls only at 25 µM; P61081+Q13564; hit rate 0.58% among 360,000; in the data active = inhibition above about 36%
Active calls of the source: *; i = inactive; · = not tested or not shown.

cpd	SMILES	NadD block	Scp1 inh	SUMO1 PPI mod	DNMT1 inh	STEP inh
1	CCc1ccccc1NC(=S)N(CCN1CCCCCC1)Cc1ccco1	-8	-4	7	0	-2
2	CCOC(=O)CC(NC(=O)CCc1c(C)nc2ncnn2c1C)c1ccc(C)cc1 (stereo not drawn)	3	-4	2	1	3
3	O=C(CN1CCCC1)NC12CC3CC(CC(C3)C1)C2	-2	-11	-3	2	-6
4	Cc1noc(C(F)(F)F)c1C(=O)NNC(=O)c1ccccc1	-3	-11	3	1	1
5	O=S(=O)(c1ccc(Cl)cc1)n1nnc2ccccc21	0	-8	1	4	1
6	Cc1noc(C)c1NC(=O)N(C)C[C@H]1Oc2c(cccc2N(C)C)C(=O)N([C@H](C)CO)C[C@@H]1C	3	74*	1	4	-4
7	CC(=O)Nc1ccc2c(c1)nc1n2CCSC1	-2	-6	0	0	-3
8	CC(=O)N(CN1C(=O)CCC1=O)c1ccc(Cl)c(Cl)c1	-3	2	2	6	-3
9	CC(C)(C)OC(=O)N1CCCC(C(=O)Nc2cccc(C(=O)NC3CC3)c2)C1 (stereo not drawn)	1	-17	2	4	-2
10	O=C(NNC(=O)C1C2C=CC(C2)C1C(=O)O)c1ccccc1O (stereo not drawn)	-1	-10	1	1	1
11	Cc1cccc(C(=O)N[C@H](C(=O)Nc2nc3ccc(S(C)(=O)=O)cc3s2)C(C)C)c1	-1	-6	3	-2	0
12	CC(C)NC(=O)NC(=O)COC(=O)c1ncc(Cl)c(Cl)c1Cl	3	1	0	-6	-1
13	COc1ccc(NC(=O)C2CCCN(S(=O)(=O)c3c(C)n[nH]c3C)C2)cc1OC (stereo not drawn)	1	-3	-2	-3	2
14	CC(C)c1ccc(C2(C)NC(=O)N(CC(=O)NC3(C#N)CCCC3)C2=O)cc1 (stereo not drawn)	-1	-4	3	2	3
15	O=C(CC(O)(c1ccccc1)C(F)(F)F)c1cccs1 (stereo not drawn)	-4	-8	-2	4	-1

cpd	LMPTP block	Rin1 Abl inh	Rpn11 block	CSN deneddyl inh	Neddyl block
1	-1.9	-2	i	7	i
2	-2.1	3	i	3	i
3	-2.6	-3	i	-2	i
4	0.3	-1	i	1	i
5	-4.0	3	i	-4	i
6	-0.7	3	i	2	i
7	-2.1	2	i	6	i
8	0.2	0	i	2	i
9	-1.4	-3	i	-4	i
10	-2.1	0	i	7	i
11	-0.8	3	i	-2	i
12	0.8	2	i	5	i
13	2.0	1	i	9	i
14	-0.6	4	i	2	i
15	0.1	3	i	1	i

Individual results from the results shown:
Under SUMO1 PPI mod, compound 2 is listed with 2
Under CSN deneddyl inh, compound 15 is listed with 1

Continued.
cpd	SMILES	NadD block	Scp1 inh	SUMO1 PPI mod	DNMT1 inh	STEP inh
16	COc1cccc(C(=O)Nc2ccc(F)c(F)c2F)c1	-1	-7	4	2	-3
17	CCOC(=O)c1ccccc1NC(=O)CSc1nc2ccccc2c(=O)[nH]1	-4	0	7	-1	-3
18	COc1cc(OC)cc(C(=O)NC2CCN(C(=O)N3c4ccccc4Sc4ccccc43)CC2)c1	7	-13	-4	-21	5
19	COc1ccc(OC)c(S(=O)(=O)NNC(=S)Nc2ccc3c(c2)OCO3)c1	-1	0	3	-2	-3
20	Cc1ccc(Cn2ncc3c(N4CCN(CC#N)CC4)ncnc32)cc1	-1	2	5	0	-4
21	COc1ccc(NC(=O)C(OC)c2ccccc2)cc1Cl (stereo not drawn)	-6	-9	-1	4	-3
22	Cc1ccc(C(=O)C2CCN(C(=S)NCCCOC(C)C)CC2)cc1	0	4	-1	12	4
23	O=C(/C=C/c1ccc(O)cc1)c1ccccc1	-6	-13	-3	3	5
24	CC(O)CNc1ncnc2nc[nH]c12 (stereo not drawn)	-1	-15	0	0	0
25	CC1(C)Cc2c(ccc3ccccc23)C(NNC(=O)c2cccnc2)=N1	-4	-13	-8	-1	1
26	CC(C)CC(C(=O)NC1CCCC1)N(Cc1cccs1)C(=O)c1snc(C(N)=O)c1N (stereo not drawn)	-3	-3	-4	-2	0
27	CCCC(=Nc1ccc(N)cc1)C1=C(O)C(C(=O)OC)C(C)(C)CC1=O (stereo not drawn)	-1	-8	8	-24	5
28	CCCCNC(=O)C(=O)N/N=C/c1ccc(C(=O)OC)cc1	-3	11	-1	19	-5
29	COc1ccc(-c2c(C(C)=O)c(C)nc3sc4c(=N)n(N)cnc4c23)cc1	-3	-9	-6	2	-1
30	C=CC[N+](C)(C)CCCNC(=O)/C=N/O	22	56*	-7	-24	0

cpd	LMPTP block	Rin1 Abl inh	Rpn11 block	CSN deneddyl inh	Neddyl block
16	-0.3	-2	i	-1	i
17	0.4	2	i	1	i
18	8.6	3	i	-3	i
19	-1.0	-3	i	1	i
20	0.1	5	i	-2	i
21	0.4	0	i	-1	i
22	-2.2	0	i	-2	i
23	0.8	-5	i	6	i
24	-0.3	2	i	-3	i
25	-0.6	3	i	5	i
26	1.2	1	i	0	i
27	2.5	3	i	5	i
28	-0.6	3	i	1	i
29	-0.1	-8	i	4	i
30	-9.3	-1	i	-2	i

Marked active in Scp1 inh, among the entries above:
cpd	SMILES	NadD block	Scp1 inh	SUMO1 PPI mod	DNMT1 inh	STEP inh
6	Cc1noc(C)c1NC(=O)N(C)C[C@H]1Oc2c(cccc2N(C)C)C(=O)N([C@H](C)CO)C[C@@H]1C	3	74*	1	4	-4
30	C=CC[N+](C)(C)CCCNC(=O)/C=N/O	22	56*	-7	-24	0

cpd	LMPTP block	Rin1 Abl inh	Rpn11 block	CSN deneddyl inh	Neddyl block
6	-0.7	3	i	2	i
30	-9.3	-1	i	-2	i

Returning to the listing with the 2 entries that preceded the break.
cpd	SMILES	NadD block	Scp1 inh	SUMO1 PPI mod	DNMT1 inh	STEP inh
29	COc1ccc(-c2c(C(C)=O)c(C)nc3sc4c(=N)n(N)cnc4c23)cc1	-3	-9	-6	2	-1
30	C=CC[N+](C)(C)CCCNC(=O)/C=N/O	22	56*	-7	-24	0
31	CC[n+]1c(/C=C/N(C)c2ccccc2)oc2ccc(F)cc21	0	0	-5	-5	-3
32	CSc1cccc(NC(=S)N(CCN(C)C)C(C)c2ccncc2)c1 (stereo not drawn)	-1	3	3	4	0
33	O=C(CSc1nccc(=O)[nH]1)c1c[nH]c2ccccc12	1	-11	1	-1	-2
34	Cc1ccc(-c2nc(C(=O)NCCCN3CCOCC3)cc3c2[nH]c2ccccc23)cc1	6	7	9	-34	-5
35	O=[N+]([O-])c1ccc(-c2cnc(SCc3ccccc3Cl)[nH]2)cc1	-1	-10	-21	-8	3
36	CCN(CC)S(=O)(=O)c1ccc(C(=O)NCCCn2ccnc2)cc1	4	-13	-1	1	1
37	O=C(O)/C=C/c1cn(Cc2ccccc2)nc1-c1cccs1	-4	-6	-2	-2	1
38	CCS(=O)(=O)N1CCN(c2cc3c(cc2[N+](=O)[O-])n(C)c(=O)n3C)CC1	-6	-5	-20	10	0
39	COc1cc2c3c(c1OC)C1(C=CC(=O)C=C1)CC3N(C(C)=O)CC2 (stereo not drawn)	-6	-12	-3	-5	0
40	CC1=CN2C(=NC(=O)CC2(C)C(=O)N(CC(=O)NC2CCCC2)Cc2ccc(Cl)cc2)C=C1 (stereo not drawn)	5	-5	0	0	-1
41	CCOC(=O)c1nnn(-c2nonc2N)c1CN(CC)CC	3	3	2	0	1
42	CCCCn1c(O)c(N=NC(=O)Cn2c(C(F)(F)F)nc3ccccc32)c2ccccc21	0	-1	-3	19	0
43	CCOc1cc(C(=O)OCC(=O)Nc2ccc(SC(F)F)cc2)cc(OCC)c1OCC	-6	-17	2	-13	1
44	COC(=O)c1sc(N)nc1C(C)(C)C	0	-4	2	-1	2
45	COc1cc(/C=N/Nc2cccc(C)c2)ccc1OC(=O)c1cccs1	8	-4	-2	-18	0
46	Cc1ccc(S(=O)(=O)NCCCNS(=O)(=O)c2ccccc2Br)cc1	-4	-1	-3	-1	0
47	NCCN1CCN(CC(=O)N2c3ccccc3C(=O)Nc3cccnc32)CC1	-6	-9	-2	4	0
48	CC1CCCCC12NC(=O)N(CC(=O)NCCc1ccc(F)cc1)C2=O (stereo not drawn)	-4	0	5	-3	-2

cpd	LMPTP block	Rin1 Abl inh	Rpn11 block	CSN deneddyl inh	Neddyl block
29	-0.1	-8	i	4	i
30	-9.3	-1	i	-2	i
31	0.3	-6	·	37*	i
32	0.2	-2	i	-1	i
33	0.7	-3	i	-3	i
34	2.8	-1	i	4	i
35	3.6	0	i	1	i
36	-2.7	3	i	6	i
37	-1.6	-4	i	4	·
38	0.3	0	i	2	i
39	-1.5	1	i	-1	i
40	-0.9	3	i	6	·
41	-2.1	-1	i	-8	i
42	0.6	-1	i	-4	i
43	2.9	-1	i	4	i
44	-0.1	1	i	5	i
45	0.9	-1	i	2	i
46	0.3	1	i	3	i
47	-6.3	0	i	-6	i
48	-1.4	-2	i	-1	i

Two entries from above, as labelled records.
36	CCN(CC)S(=O)(=O)c1ccc(C(=O)NCCCn2ccnc2)cc1
  NadD block = 4
  Scp1 inh = -13
  SUMO1 PPI mod = -1
  DNMT1 inh = 1
  STEP inh = 1
  LMPTP block = -2.7
  Rin1 Abl inh = 3
  Rpn11 block = i
  CSN deneddyl inh = 6
  Neddyl block = i

48	CC1CCCCC12NC(=O)N(CC(=O)NCCc1ccc(F)cc1)C2=O (stereo not drawn)
  NadD block = -4
  Scp1 inh = 0
  SUMO1 PPI mod = 5
  DNMT1 inh = -3
  STEP inh = -2
  LMPTP block = -1.4
  Rin1 Abl inh = -2
  Rpn11 block = i
  CSN deneddyl inh = -1
  Neddyl block = i

Screens from PubChem.
